Compound activity: PubChem, Broad Institute
Casp6 inh: human caspase-6 inhibitors, primary screen, biochemical, VEID-R110 fluorescence, single point, set 2. P55212. purified caspase-6, Z-VEID-R110 cleavage fluorescence. inhibition, % at 12.5 µM. actives 0.53% (n = 350,000);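 active means mean inhibition across replicates at least about 35%, with every replicate also reaching that limit, limit read from the data; inconclusive means only one of the two criteria met; inactive means neither criterion met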;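 further: 0% = median of neutral control wells and 100% = no fluorescence left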
Target sequence (P55212 24-179 limits assumed): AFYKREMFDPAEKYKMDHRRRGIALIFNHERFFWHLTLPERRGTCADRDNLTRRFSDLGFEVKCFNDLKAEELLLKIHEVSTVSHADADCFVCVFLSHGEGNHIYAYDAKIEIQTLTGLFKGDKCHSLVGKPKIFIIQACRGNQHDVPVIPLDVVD
Target sequence (P55212 194-293 limits assumed): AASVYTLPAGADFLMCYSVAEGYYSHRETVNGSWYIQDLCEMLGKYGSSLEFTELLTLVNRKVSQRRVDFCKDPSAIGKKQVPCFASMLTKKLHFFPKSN
F508del corr: F508del CFTR correction, initial screen, CFBE line, single point. CFBE cells, YFP halide quenching; stimulated with forskolin plus potentiator P3; % fluorescence drop versus neutral controls. actives 0.36% (n = 350,000). activity (quench increase), % at 7.58 µM;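 active means mean added fluorescence quench of at least 8% versus neutral control, with both replicates also reaching 8%; inconclusive means only one of the mean or replicate conditions met; inactive means mean below 8% and not both replicates reaching 8%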;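 further: cells transiently co-express mutant CFTR-F508del with the halide-sensitive YFP; corrector assay measuring rescue of mutant channel to the surface after 24 h compound exposure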
GSIS activator: GLuc luminescence reporter in INS-1E cells, primary screen for activators of glucose-dependent secretion of insulin; actives 0.61% (n = 370,000); INS-1E GLuc reporter insulin secretion, 2-3 h; activation, % at 16.6 µM;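 active means lowest replicate activation of at least 40%, so every replicate reaches that level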;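 further: 0% = median of neutral control wells and 100% = median of IBMX positive control wells; some compounds called inactive have numbers as strong as hits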
Xi reactivation: activators of inactive X chromosome reactivation, primary screen, imaging, XiGFP fibroblasts, GFP high-content imaging, set 2; XiGFP mouse fibroblasts, % GFP-positive cells imaging, 3 d; cells co-treated with 5-aza-dC sensitizer; scaled so ellipticine positive control = 100%; actives 0.055% (n = 360,000); activation, % at 7.58 µM; AID 743238, 2013;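 active means mean normalized replicate activation at least 10% and every replicate at or above 10%; inconclusive means only one of the two criteria met; inactive means mean below 10% and not all replicates reach 10%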;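 further: 0% = median of on-plate neutral control wells and 100% = ellipticine 6 µM median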
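material = 68-5-11 XiGFP fibroblast line | medium = DMEM plus 5-aza-dC sensitizer | schedule = 3 days compound exposure | benchmarks = positive control ellipticine, 6 µM final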
RAD52 anneal inh: RAD52 DNA annealing inhibitors, primary screen, biochemical, FRET, single point, set 2 | DNA repair protein RAD52 homolog (Homo sapiens), P43351 | recombinant RAD52 DNA annealing, FRET fluorescence | inhibition, % at 18.7 µM | actives 0.46% (n = 360,000) | AID 651710, 2012;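 active means every replicate showing at least 50% inhibition; inconclusive means mean inhibition at least 50% but not in every replicate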
RAD54 branch: inhibitors of human RAD54 branch migration, primary screen, biochemical, fluorescence, single point; DNA repair and recombination protein RAD54-like (Homo sapiens), Q92698; RAD54 Holliday junction branch migration, FAM/BHQ fluorescence; inhibition, % at 10.4 µM; actives 0.14% (n = 360,000);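 active means mean normalized replicate activity at least 40 and at least half of replicates scoring 40 or more; inconclusive means only one of the two criteria met; inactive means mean below 40 and under half of replicates reaching 40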;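 further: 0% = median of neutral control wells and 100% = median of positive control wells; inhibitors cause a drop in the FAM fluorescence signal; in these data hits start at about 50%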
Target sequence (Q92698 whole entry, looked up): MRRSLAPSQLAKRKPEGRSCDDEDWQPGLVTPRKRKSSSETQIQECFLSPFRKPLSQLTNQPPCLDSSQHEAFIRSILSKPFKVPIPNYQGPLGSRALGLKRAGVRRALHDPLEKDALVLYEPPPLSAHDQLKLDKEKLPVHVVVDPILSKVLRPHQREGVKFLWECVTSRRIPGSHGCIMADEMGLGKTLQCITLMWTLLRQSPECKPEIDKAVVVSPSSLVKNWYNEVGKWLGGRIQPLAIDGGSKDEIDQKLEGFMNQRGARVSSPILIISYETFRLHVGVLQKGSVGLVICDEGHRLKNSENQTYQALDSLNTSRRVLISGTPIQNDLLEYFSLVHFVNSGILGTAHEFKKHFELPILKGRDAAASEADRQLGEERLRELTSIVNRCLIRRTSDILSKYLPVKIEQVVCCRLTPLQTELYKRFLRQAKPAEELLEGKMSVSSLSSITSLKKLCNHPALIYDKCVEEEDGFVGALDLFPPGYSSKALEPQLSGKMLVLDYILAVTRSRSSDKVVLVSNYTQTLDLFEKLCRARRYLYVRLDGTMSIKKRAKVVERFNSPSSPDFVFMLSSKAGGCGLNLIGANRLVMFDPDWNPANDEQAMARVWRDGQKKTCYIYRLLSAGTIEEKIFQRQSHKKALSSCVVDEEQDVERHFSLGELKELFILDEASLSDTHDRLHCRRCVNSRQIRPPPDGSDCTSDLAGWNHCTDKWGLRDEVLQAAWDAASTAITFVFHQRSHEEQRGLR
DENV2 CPE: inhibitors of DENV2 cytopathic effect, primary screen, cell-based, plate reader, single concentration. DENV2-infected cells, cytopathic effect rescue. CPE inhibition, % at 9.99 µM. actives 1.7% (n = 350,000). AID 651640, 2012; in the data active means CPE inhibition above about 20%, passing the limit was not always enough; inconclusive means no clear call, values can overlap the other calls; tested in BHK-21 cells;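 further: 0% = median of neutral control wells and 100% = median of positive control wells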
E-sel inducer: E-selectin induction in HUVECs, primary screen, imaging, HUVEC, immunofluorescence imaging, single point; P16581; actives 0.37% (n = 260,000); AID 686992, 2013; activation, % at 7.58 µM; normalized: neutral wells 0, TNF-alpha wells 100;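 active means mean E-selectin-positive cell signal at least 10% of the positive control, reached in at least 60% of replicates, without over 20% cell loss; inconclusive means no rule given, readout overlaps actives, possibly toxicity-flagged; inactive means the rest, including those meeting only one limit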;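 further: in these data hits start at about 27%; measured in HUVEC primary endothelial cells; signal is the percent of cells scored E-selectin positive by PE staining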
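System: HUVEC / Compound: single concentration / Signal: immunofluorescence imaging / Read-out: percent E-selectin-positive cells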
Numbers without * were called inactive; u = inconclusive; x = not tested or not shown; & = joins results of further samples.

item	mol	DENV2 CPE	Xi reactivation	RAD54 branch	RAD52 anneal inh
1	Oc1cccc(/C=N/N2CCCCC2)c1O	0	0.1	-9	2
2	CCOc1ccc(NC(=O)CSc2ccc3nnc(-c4ccccn4)n3n2)cc1	-10	0.1	9	-34
3	COc1ccc(S(=O)(=O)Nc2cccc3c2O[C@H](CN(C)C(=O)NC(C)C)[C@H](C)CN([C@H](C)CO)C3=O)cc1	-8	0.2	-4	-2
4	CCOC(=O)COc1cccc2c(=O)n(CC(=O)NCc3ccc4c(c3)OCO4)ccc12	0	0.0	4	-8
5	O=C(Nc1ccc(F)cc1)N[C@H]1C=C[C@H](CC(=O)N2CCOCC2)O[C@H]1CO	8	-0.2	-1	24
6	O=C(Nc1nnc(C2CC2)s1)C1Cc2ccccc2CN1S(=O)(=O)c1ccccc1F (configuration not stated)	8	x	x	-28
7	COc1ccc(OC)c(S(=O)(=O)CC(O)COc2ccccc2Cl)c1 (configuration not stated)	12	1.1	-5	-7
8	Cc1ccc(Nc2ccc3nonc3c2[N+](=O)[O-])cc1	1	0.0	x	-6
9	Cc1ccc(-n2nnnc2SCC(=O)NNC(=O)c2ccco2)cc1C	0	x	-9	0
10	S=C(Nc1ccc(Br)cc1)N1CCN(c2ccccn2)CC1	-6	0.0	-10	-16
11	CC(=O)C1=C(O)C(=O)N(c2ccc(F)cc2)C1c1ccc(C)cc1 (configuration not stated)	8	0.2	2	3
12	O=S(=O)(NCc1nc2ccccc2[nH]1)c1ccccc1	-5	0.0	-1	-3

item	E-sel inducer	GSIS activator	Casp6 inh	F508del corr
1	-0.1	9	2	5.3
2	-0.1	-7	-2	0.2
3	x	6	-4	0.6
4	x	x	1	0.2
5	-0.3	-8	0	-1.3
6	x	-3	-1	3.3
7	-0.2	33	4	5.3
8	x	-17	-3	-4.1
9	x	-4	x	1.0
10	x	-5	-4	-1.4
11	-0.2	-28	0	-0.4
12	-0.3	7	1	-0.5

Sorted by formula weight (low to high): part of the list above
item	mol	DENV2 CPE	Xi reactivation	RAD54 branch	RAD52 anneal inh
8	Cc1ccc(Nc2ccc3nonc3c2[N+](=O)[O-])cc1	1	0.0	x	-6
12	O=S(=O)(NCc1nc2ccccc2[nH]1)c1ccccc1	-5	0.0	-1	-3
7	COc1ccc(OC)c(S(=O)(=O)CC(O)COc2ccccc2Cl)c1 (configuration not stated)	12	1.1	-5	-7

item	E-sel inducer	GSIS activator	Casp6 inh	F508del corr
8	x	-17	-3	-4.1
12	-0.3	7	1	-0.5
7	-0.2	33	4	5.3

(next part)
item	mol	DENV2 CPE	Xi reactivation	RAD54 branch	RAD52 anneal inh
13	Nc1nnc(CC(=O)N/N=C/c2cc([N+](=O)[O-])cc(Br)c2O)s1	-3	0.2	x	-33
14	Cc1ccc(/C(O)=C2\C(=O)C(=O)N(C)C2c2ccc(F)cc2)cc1 (configuration not stated)	2	0.0	8	-14
15	COc1cccc(NC(=O)CN(C)C(=O)c2c(C)noc2C)c1	-8	0.0	-1	-3
16	CC1CCN(C(=O)C2CCN(c3nnc(-n4cccc4)s3)CC2)CC1	1	0.1	1	-46
17	COC(=O)c1ccc(C(=O)OC)c(NC(=O)CCS(=O)(=O)Cc2ccccc2)c1	1	-0.1	9	-20
18	CCCC(=O)Nc1ccc2c(c1)C(=O)N(C)C[C@H](OC)[C@H](C)CN(Cc1ccccc1F)[C@H](C)CO2	6	0.2	-6	-9
19	O=C(NC(=S)Nc1ccc2[nH]c(=O)[nH]c2c1)c1cncc(Br)c1	-4	0.1	x	-8
20	O=C1N(Cc2cccnc2)C[C@@H]2C[C@@H](c3cccc(OCc4ccccc4)c3)N3CCC[C@@]123	-3	0.3	x	-54
21	c1ccc(CCN(Cc2ccccc2)Cc2nc(C3CC3)no2)cc1	3	0.0	x	-21
22	C[C@H]1CN([C@@H](C)CO)C(=O)c2cc(-c3cncnc3)cnc2O[C@H]1CN(C)Cc1cncnc1	-5	0.0	8	7
23	COCCOC(=O)C1=C(C)NC(=O)NC1c1cc2c(cc1Br)OCO2 (configuration not stated)	2	0.0	3	-6
24	Cc1cccc(C)c1NC(=O)C(c1ccc(-c2ccccc2)cc1)n1c(=O)c(-c2cc3ccccc3[nH]2)nc2ccccc21 (configuration not stated)	13	0.6	x	-34

item	E-sel inducer	GSIS activator	Casp6 inh	F508del corr
13	x	-4	33	-2.8
14	x	-10	-5	0.0
15	x	11	1	2.9
16	x	6	1	1.1
17	-0.1	14	2	-1.2
18	-0.1	-6	-2	-2.3
19	-0.2	9	-1	-0.1
20	x	-1	2	-1.7
21	-0.1	2	1	8.9*
22	0.2	-3	0	-2.7
23	x	12	-8	-1.4
24	1.3	15	-2	0.7

Later entries
item	mol	DENV2 CPE	Xi reactivation	RAD54 branch	RAD52 anneal inh
25	C[C@@H]1CCCCO[C@@H](CN(C)Cc2ccncc2)[C@H](C)CN([C@@H](C)CO)C(=O)c2cc(NC(=O)C3CCCCC3)ccc2O1	-3	0.0	4	2
26	COC(=O)c1cc(-c2ccc(S(=O)(=O)N3CCCC3)cc2)c(C(F)(F)F)s1	2	0.0	x	-2
27	Cc1ccc(C)c(N(CC(=O)NCc2ccco2)C(=O)CNS(=O)(=O)c2ccccc2)c1	-5	0.0	-7	-11
28	Cc1cccc(C(=O)Nc2ccc(N3CCN(C(=O)c4ccco4)CC3)cc2)c1	-6	-0.1	-1	-12
29	O=C(NCCCN1CCOCC1)c1ccc2nc(Cc3ccccc3F)oc2c1	-7	0.2	-6	-8
30	C[C@H]1CN([C@@H](C)CO)C(=O)Cc2cc(NC(=O)CCC(F)(F)F)ccc2O[C@H]1CN(C)Cc1ccc(C(=O)O)cc1	0	-1.1	-11	-3
31	C/C=C/c1ccc([C@@H]2[C@@H](CN(CC)C(=O)CN(C)C)N(C(C)=O)[C@H]2CO)cc1	-6	0.0	4	-2
32	CCCCN(C(=O)c1cccc(N2C(=O)c3ccccc3C2=O)c1)c1c(N)n(CC(C)C)c(=O)[nH]c1=O	-7	0.1	3	-2
33	c1ccc(CN2CCC(Nc3ncnc4sccc34)CC2)cc1	-3	-0.1	x	-3
34	Cc1ccc(C(=O)NC(=O)CSc2nncn2C)cc1	4	0.0	-2	-12
35	CSCC[C@H](NC(=O)N1CCn2c1nc1ccccc12)C(=O)N[C@H](Cc1ccccc1)C(=O)O	u	x	9	-11
36	CC(C)Oc1ccc(C(=O)Nc2ccc(N3CCN(C(=O)c4ccco4)CC3)cc2)cc1	u	-0.1	4	-1

item	E-sel inducer	GSIS activator	Casp6 inh	F508del corr
25	0.1	1	0	0.4
26	x	x	0	-2.0
27	0.2	19	2	3.6
28	-0.6	0	7	1.5
29	0.4	8	18	-3.1
30	x	7	2	0.9
31	-0.1	19	-17	-3.5
32	-0.2	11	2	-1.8
33	7.7	11	-2	-1.0
34	0.3	-3	1	3.4
35	x	x	1	-4.7
36	x	-7	0	-1.1

(continued)
item	mol	DENV2 CPE	Xi reactivation	RAD54 branch	RAD52 anneal inh
37	Cc1cccc(N2CCN(C(=O)c3ccc(Cl)c(NC4=NC5CS(=O)(=O)CC5S4)c3)CC2C)c1 (configuration not stated)	-3	0.3	-4	-10
38	COC(=O)C[C@H]1CC[C@H]2[C@H](COc3ccc(NC(=O)Nc4ccc(Cl)cc4)cc3C(=O)N2C)O1	1	0.2	0	x
39	C[C@@H]1CN([C@H](C)CO)C(=O)c2cc(C3=CCCCC3)cnc2O[C@H]1CN(C)C(=O)c1ccncc1	0	0.5	0	9
40	CCOc1ccc(C(=O)OCC(=O)N(Cc2ccccc2)Cc2ccccc2)cc1OC	-4	0.8	-8	-5
41	COc1cc2oc(=O)cc(C)c2c(OC)c1OC	-6	0.3	x	-18
42	O=C(NCc1ccco1)Nc1cccs1	x	x	1	-3
43	COC(=O)c1ccc(CSc2nnc3nc(C)cc(C)n23)cc1	x	0.1	x	-17
44	COc1ccc(CC(=O)O/N=C(\N)c2ccccc2)cc1OC	5	0.1	-19	-16
45	COc1ccc(Nc2ccc(N3C(=O)CC(C)C3=O)cc2[N+](=O)[O-])cc1OC (configuration not stated)	7	-0.1	x	-4
46	COc1cccc(S(=O)(=O)N[C@@H]2CC[C@@H](CC(=O)NCc3ccc(F)cc3)O[C@@H]2CO)c1	17	0.0	4	-10
47	COC(=O)CNC(=O)C1CC(=O)N(CCc2ccc(F)cc2)C1 (configuration not stated)	3	0.2	0	-25
48	Cc1ccccc1/C=C/C(=O)NCC(=O)N1CCC(N(C)C2CCCCC2C)CC1 (configuration not stated)	x	0.0	x	-14
49	C#CC(C)(CC)NC(=O)c1cc2nc(C3CC3)cc(C(F)(F)F)n2n1 (configuration not stated)	-2	0.0	-2	-21
50	COc1cc(NC(=O)c2cncc(-c3ccc(C#N)cc3)c2)cc(C(=O)Nc2cccc(C(F)(F)F)c2)c1	-9	0.0&0.3	-5&1	-11&-5
51	CCOC1=C2CN(S(=O)(=O)c3ccc(C)cc3)[C@@H](c3ccc(CC)cc3)C[C@H]2[C@H]2C(=O)N(c3ccccc3)C(=O)[C@H]2C1	1	0.0	-4	-15

item	E-sel inducer	GSIS activator	Casp6 inh	F508del corr
37	x	-14	-2	-0.4
38	0.3	-8	x	1.4
39	1.0	-6	-3	-0.4
40	x	-4	1	1.2
41	-0.2	12	-2	3.5
42	x	-3	19	x
43	x	8	0	-2.8
44	0.2	51*	-1	2.0
45	2.5	32	1	-0.7
46	-0.4	7	-4	-1.0
47	7.3	7	-1	0.2
48	0.4	-1	-1	1.9
49	x	15	1	0.1
50	0.2&1.2	2&4	2&0	-3.0&0.3
51	x	-2	-2	0.0

Not a hit list; overall some 3.7% were active at least once.
